Screens as filed in PubChem.
E-sel inducer: induces E-selectin expression in human endothelial cells; activation, % at 7.58 µM; P16581; HUVEC E-selectin immunofluorescence imaging; normalized: neutral wells 0, TNF-alpha wells 100; actives 0.37% (n = 260,000);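 active means mean E-selectin-positive cell signal at least 10% of the positive control, reached in at least 60% of replicates, without over 20% cell loss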;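 further: in these data hits start at about 27%; measured in HUVEC primary endothelial cells; signal is the percent of cells scored E-selectin positive by PE staining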
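Test system: HUVEC; input: 3,000 HUVEC/well; measured by: immunofluorescence imaging; read-out: % PE-positive cells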
RAD54 branch: inhibitors of human RAD54 branch migration. Q92698. RAD54 Holliday junction branch migration, FAM/BHQ fluorescence. inhibition, % at 10.4 µM. actives 0.14% (n = 360,000). AID 602329;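 active means mean normalized replicate activity at least 40 and at least half of replicates scoring 40 or more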;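 further: 0% = median of neutral control wells and 100% = median of positive control wells; inhibitors cause a drop in the FAM fluorescence signal; in these data hits start at about 50%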
Target sequence (Q92698 whole entry, looked up): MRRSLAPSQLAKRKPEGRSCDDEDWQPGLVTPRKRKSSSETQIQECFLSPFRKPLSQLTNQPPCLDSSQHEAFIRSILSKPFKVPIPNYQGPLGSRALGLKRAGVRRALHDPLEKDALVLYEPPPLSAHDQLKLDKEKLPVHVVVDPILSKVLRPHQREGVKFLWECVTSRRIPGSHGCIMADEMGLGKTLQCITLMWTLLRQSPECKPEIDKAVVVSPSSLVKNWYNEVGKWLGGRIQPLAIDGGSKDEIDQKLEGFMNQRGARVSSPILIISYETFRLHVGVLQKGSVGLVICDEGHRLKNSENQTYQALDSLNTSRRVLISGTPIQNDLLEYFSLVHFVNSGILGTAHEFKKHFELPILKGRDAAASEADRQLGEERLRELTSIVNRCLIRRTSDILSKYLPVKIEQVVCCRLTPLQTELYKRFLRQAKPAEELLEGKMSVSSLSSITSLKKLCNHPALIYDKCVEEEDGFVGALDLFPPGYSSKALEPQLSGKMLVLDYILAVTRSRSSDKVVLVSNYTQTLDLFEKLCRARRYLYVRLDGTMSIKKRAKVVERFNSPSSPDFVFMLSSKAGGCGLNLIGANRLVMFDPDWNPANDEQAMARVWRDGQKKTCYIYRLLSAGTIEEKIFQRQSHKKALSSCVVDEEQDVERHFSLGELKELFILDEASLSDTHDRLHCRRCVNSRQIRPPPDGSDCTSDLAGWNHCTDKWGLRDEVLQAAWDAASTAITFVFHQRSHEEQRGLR
RAD52 inh: inhibitors of human RAD52 DNA annealing; actives 0.46% (n = 360,000); inhibition, % at 18.7 µM; P43351; recombinant RAD52 DNA annealing, FRET fluorescence; AID 651710;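 active means every replicate showing at least 50% inhibition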
EWS-Fli block: blocks EWS/Fli oncoprotein-driven transcription; A673 NR0B1-luciferase reporter, viability-normalised; inhibition, % at 12.6 µM; actives 0.67% (n = 350,000);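 active means mean inhibition of at least 50% after viability correction, with every replicate also passing that limit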;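 further: firefly luciferase signal divided by Alamar Blue viability fluorescence both relative to DMSO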
esBAF inh: blocks esBAF chromatin remodeling in mouse ES cells | Bmi1-luciferase knock-in reporter, 24 h; 100% = twice the neutral-well signal | reporter increase, % at 12.5 µM | actives 2% (n = 350,000); in the data active means activation above about 40%;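 further: 0% = median of the plate's neutral control wells and 100% = double that signal; a rise in the Bmi1 reporter signal indicates esBAF inhibition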
FN deposit inh: fibronectin deposition inhibition | AH1F fibroblasts, Alexa488-fibronectin deposition fluorescence, overnight | inhibition, % at 12.6 µM | actives 0.086% (n = 350,000) | AID 743247;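 active means mean inhibition across replicates of 30% or more, regardless of how many single replicates reach that level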;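 further: positive control wells lacked labelled fibronectin entirely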
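test system = AH1F fibroblasts assembling fluorescent fibronectin matrix | quantity = 10000 AH1F cells per well | buffer or medium = DMEM plus 2% serum, read in PBS | doses = single dose, pinned | incubation = 1 h cell attachment, overnight exposure to compound and label | detection = fluorescence at 485 nm excitation, 525 nm emission | read-out basis = inhibition from reduced deposited-fibronectin fluorescence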
XiGFP reactiv: X-chromosome reactivation activator; XiGFP mouse fibroblasts, % GFP-positive cells imaging, 3 d; cells co-treated with 5-aza-dC sensitizer; scaled so ellipticine positive control = 100%; activation, % at 7.58 µM; actives 0.055% (n = 360,000); AID 743238;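 active means mean normalized replicate activation at least 10% and every replicate at or above 10%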;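 further: 0% = median of on-plate neutral control wells and 100% = ellipticine 6 µM median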
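System: 68-5-11 XiGFP fibroblast line | Buffer or medium: DMEM containing 5-aza-dC | Compound: Single point | Times: Compounds 3 days, fix/stain 15 min at room temperature | Benchmarks: Positive control ellipticine, 6 µM final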
S100A4 MyoIIA: inhibitors of human S100A4 binding to myosin IIA peptide; S100A4/TAMRA-MyoIIA peptide fluorescence polarization; inhibition, % at 10.7 µM; actives 0.14% (n = 360,000); AID 652163;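 active means mean inhibition of at least 70% across replicates, with every replicate also reaching that level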
Target sequence (P26447 whole entry, looked up): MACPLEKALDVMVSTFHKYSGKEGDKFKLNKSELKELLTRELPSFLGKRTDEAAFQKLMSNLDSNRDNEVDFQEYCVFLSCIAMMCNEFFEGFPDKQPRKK
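Assay system: human S100A4 monomer with TAMRA-labelled myosin IIA peptide / Buffer or medium: Calcium-containing HEPES buffer, pH 7.2 / Reagent: TAMRA-labelled myosin IIA heavy-chain peptide probe, 5 nM / Compound: one dose per compound / Timing: polarization read 5 min after assay mix addition, stable 5–60 min / Benchmarks: neutral control DMSO, positive control TFP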
The depositor's hits bear a star; / = not tested or not shown; & = joins results of further samples. Hits appear at their usual frequency, and some 3% of all compounds hit somewhere here.

SMILES	E-sel inducer	RAD54 branch	RAD52 inh	EWS-Fli block	esBAF inh	FN deposit inh	XiGFP reactiv	S100A4 MyoIIA
Cc1ccccc1OC1CCN(C(=O)C2CCC(=O)N(C3CCCC3)C2)CC1 (stereo unspecified)	0.2	-4	-12	/	0	-12	-0.1	-1
Cc1ccc(S(=O)(=O)N(Cc2ccc(F)cc2)C(=O)N2CCN(C)CC2)cc1	0.6	2	-14	-5	/	0	0.1	-22
C[C@@H]1CCCCO[C@H](CN(C)C(=O)Cc2ccccc2)[C@H](C)CN([C@H](C)CO)C(=O)c2cc(NC(=O)CCC(F)(F)F)ccc2O1	/	3	/	4	4	6	0.0	/
Cn1c2c(c(=O)n(C)c1=O)C(c1cccc(F)c1)C(C#N)=C(N)O2 (stereo unspecified)	/	/	-24	3	1	1	0.1	-1
CCCCCN=C(N)N/N=C/c1c[nH]c2ccc(OC)cc12	0.4	24	56*	57*	-79	18	-0.1	9
CO[C@H]1CN(C)C(=O)c2cc(NC(=O)Nc3ccccc3F)ccc2OC[C@@H](C)N(CC2CC2)C[C@@H]1C	-0.4	-3	-6	4	-4	9	1.0	-1
C[C@@H]1CCCCO[C@H](CN(C)C)[C@H](C)CN([C@H](C)CO)C(=O)c2cc(NC(=O)CCC(F)(F)F)ccc2O1	0.3	/	/	3	2	/	0.0	/
COc1ccc(OC)c(S(=O)(=O)N2CCC(c3nc4ccccc4[nH]3)CC2)c1	0.1	7	-20	5	8	3	0.0	1
Clc1ccc(-c2nnc(CCc3ccccc3)o2)c(Cl)c1	/	-2	-8	-103	60*	/	/	4
CO[C@@H]1CN(C)C(=O)c2ccc(NC(=O)Nc3cccc(F)c3)cc2OC[C@@H](C)N(C(C)=O)C[C@H]1C	-0.2	1	-16	-1	-4	-8	0.1	/
Cc1onc(-c2c(F)cccc2Cl)c1C(=O)OCC(=O)NCc1ccccc1	/	-3	-13	-1	2	-10	0.0	-3
COc1ccc(CCNC(=O)COC(=O)c2ccc(S(=O)(=O)N3CCCC3)cc2)cc1OC	0.4	-1	-5	0	-5	-4	0.0	-1
C[C@H]1CN([C@@H](C)CO)C(=O)Cc2cc(NC(=O)C3CC3)ccc2O[C@@H]1CN(C)C	0.1	2	7	/	3	-4	-0.1	-36
Fc1ccc(CNC(=S)NC2CCCCC2)cc1	/	6	-11	5	/	-3	0.1	-6
CN(C)CC(=O)N[C@H]1C=C[C@H](CC(=O)NCc2ccc(Cl)cc2)O[C@H]1CO	1.0	0	0	0	4	2	0.3	18
O=C(c1ccccc1F)N1C[C@@H]2[C@H](c3ccccc31)[C@H](CO)N2C(=O)Nc1ccccc1	0.0	8	-2	11	-5	4	0.2	-9
COC(=O)c1c(NC(=O)COC(=O)c2ccccc2O)sc2c1CCCCC2	-1.8	/	-9	-2	/	-1	0.0	-8
O=C(CONS(=O)(=O)c1ccc(Cl)cc1)NCCNc1ncc(C(F)(F)F)cc1Cl	-0.1	/	-8	-16	/	4	0.3	-8
O=C(COC(=O)c1cc2ccccc2cc1O)c1ccccc1	/	-41	-5	-2	25	3	0.2	-4
N#Cc1ccccc1OCC(=O)Nc1ccccc1C(=O)NC1CC1	0.0	6	7	1	-4	8	0.0	-3
COc1ccc2c(c1)oc(=O)c1ccccc12	/	-6	-23	-41	41*	/	/	7
CCN(CC(=O)Nc1ccc2c(c1)OCCO2)C(=O)/C=C/c1cccc(OC)c1OC	0.2	10	1	-63	29	/	-0.2	0
CN(CCCC(=O)NCc1ccc2c(c1)OCO2)S(=O)(=O)c1ccc([N+](=O)[O-])cc1	/	-8	-2	-3	/	-1	0.0	0
C[C@@H]1CN([C@@H](C)CO)C(=O)Cc2cc(NC(=O)CCC(F)(F)F)ccc2O[C@@H]1CN(C)CC1CCCCC1	0.5	4	4	-9	5	/	-0.9	3
CCOC(=O)/C=C/c1ccc2c(c1)S(=O)(=O)N(c1cccc(OC)c1)[C@H]2CC(=O)OCC	0.0	9	-38	1	0	9	0.0	15
Cc1ccc(S(=O)(=O)Nc2nc(C)c(C(=O)NN)s2)cc1	1.1	-2	-10	-5	/	-14	0.7	-3
COc1cccc(-c2ccc([C@@H]3[C@H](C#N)N(C(=O)c4ccccn4)[C@H]3CO)cc2)c1	0.4	-12	-158	-18	-5	1	0.2	-11
COCC#Cc1ccc2c(c1)O[C@@H](CN(C)C(=O)CC1CC1)[C@H](C)CN([C@@H](C)CO)S2(=O)=O	-0.6	-4	-2	-2	-6	-6	-0.9	18
Cn1c(NC(=O)c2ccccc2F)c(-c2cccs2)c(=O)c2ccccc21	/	/	-17	2	/	-6	0.1	-4
CCOc1ccc(-c2cc(C(=O)NCc3cc(OC)cc(OC)c3)[nH]n2)c(C)c1	2.0	5	1	-13	-4	6	0.1	1
Cc1ccc2nc(C(F)(F)F)c(C#N)c(N)c2c1	/	4	-12	11	-14	/	/	8
CCOC(=O)c1csc(NC(=O)CN2CCN(C)CC2)n1	/	-8	-5	-20	-9	8	0.4	-2
COc1ccc(C(=O)N2C[C@H]3[C@@H](c4ccccc42)[C@@H](CO)N3Cc2ccccc2)cc1	-0.1	-3	-4	5	0	/	0.4	3
C[C@H]1CN([C@@H](C)CO)C(=O)c2cccc(NC(=O)c3cnccn3)c2O[C@@H]1CN(C)C(=O)Nc1ccc(C(F)(F)F)cc1	/	9	-10	-2	-2	17	-1.1	14
COCCN1C(=O)N(c2cccc(C)c2)C(=O)C1CC(=O)Nc1cc(OC)cc(OC)c1 (stereo unspecified)	/	-8	-17	11	-7	-2	0.0	-4
COc1cccc(C(=O)OCC(=O)Nc2ccc(N3CCOCC3)cc2)c1	0.3	-9	-11	2	-7	-2	-0.1	-2
Cc1ccc(S(=O)(=O)N2CCC(C(=O)N[C@@H](C)C(=O)NC3CCS(=O)(=O)C3)CC2)cc1 (stereo partly specified)	-2.7	-2	-15	12	4	-3	-0.1	-5&11
COc1ccc(C2C=CC(=O)CC2)c(OC)c1 (stereo unspecified)	/	/	-14	11	/	-6	0.1	-5
Cc1onc(-c2ccccc2Cl)c1C(=O)N[C@@H](C)c1ccccc1	-0.1	-3	-1	-4	-3	-6	0.0	8
C[C@@H]1CN([C@@H](C)CO)C(=O)c2cc(-c3ccc(C(=O)N(C)C)cc3)cnc2O[C@H]1CN(C)C(=O)CN(C)C	-0.2	-2	-12	-3	0	/	0.7	-5
CCC(=O)N1CC[C@@H]2[C@@H](CO)Nc3ccc(C#Cc4cccnc4)cc3[C@@H]21	0.3	-11	-3	-7	-8	-9	0.2	-55
CCCn1nnc(NC(=O)c2ccc([N+](=O)[O-])cc2Cl)n1	/	/	-2	-12	17	-11	0.9	-2
Cc1ccc(NC(=O)COc2ncnc3ccccc23)cc1S(=O)(=O)N1CCOCC1	/	-6	-22	-7	/	3	0.0	1
O=C(CSc1nnc(-c2ccccc2)n1Cc1ccccc1)NNC(=O)c1ccccc1O	/	-1	2	79*	/	/	0.0	2
CN(c1ccccc1)S(=O)(=O)c1cccc(C(=O)Nc2ncn[nH]2)c1	-1.4	/	0	3	/	-13	0.0	-1
O=C(C[C@H]1CC[C@H]2[C@@H](COC[C@@H](O)CN2C(=O)c2ccccc2)O1)NC1Cc2ccccc2C1	0.1	-3	-11	-10	-1	-2	0.3	-11
CCC(=O)N1CC(=O)N2[C@H](C1)[C@H](c1ccc(C#CC3CCCCC3)cc1)[C@@H]2CO	0.2	/	1	-5	/	/	0.0	9
CC(=O)c1cccc(N2C(=NC(=O)CCc3ccccc3)SC3CS(=O)(=O)CC32)c1 (stereo unspecified)	4.7	6	-8	3	-8	-13	0.0	2
O=C(C[C@H]1CC[C@H]2[C@@H](COC[C@@H](O)CN2Cc2ccc(F)cc2)O1)NCc1ccccc1Cl	-0.1	-5	4	4	1	9	-0.2	9
COc1cc(-c2cc(C(=O)NN3CCN(C)CC3)c3ccccc3n2)cc(OC)c1OC	-2.2	/	1	2	/	7	0.0	-2
C[C@@H]1CCCCO[C@H](CN(C)C)[C@H](C)CN([C@@H](C)CO)C(=O)c2cc(NC(=O)CCC(F)(F)F)ccc2O1	0.1	3	-7	2	1	/	0.0	-22
CC1CCCCC1NC(=O)CCCn1c(=S)[nH]c2ccccc2c1=O (stereo unspecified)	0.0	/	-8	2	0	10	0.1	-1
O=C(Nc1ccccc1N1CCN(C(=O)c2ccccc2)CC1)c1ccc(Br)o1	-0.2	7	-11	/	-10	/	0.1	-5
CC(=O)Nc1ccc(-c2ccnc3c2CC(C)(C(=O)NCC2CC2)O3)cc1 (stereo unspecified)	0.1	4	4	-9	-1	2	0.6	13
COC(=O)[C@@]12C[C@@H](CC(=O)NCc3cccs3)C(=O)N(CCc3ccc(OC)c(OC)c3)C1=CCC(C)(C)C2	0.5	/	-10	3	/	-1	0.2	-1
CCC(=O)N1C[C@@H](C)[C@H](OC)CN(C)C(=O)c2ccc(NC(=O)C3CCOCC3)cc2OC[C@@H]1C	0.2	1	/	-2	-4	-16	0.5	/
Cc1noc(C)c1NC(=O)Nc1ccc2c(c1)C(=O)N([C@@H](C)CO)C[C@H](C)[C@H](CN(C)C(=O)C1CCCCC1)OCCCC[C@@H](C)O2	-0.1	2	1	4	4	/	0.0	1
O=C(c1cccnc1)N1CC(=O)N2[C@@H](CO)[C@H](c3ccc(-c4cccnc4)cc3)[C@@H]2C1	0.1	/	2	-11	/	/	0.0	20
Cc1ccc(O)c(NC(=S)NC(=O)COc2ccc(Br)cc2)c1	/	/	-26	10	/	29	0.2	1
O=C(CN1C(=O)NC2(CCCC2)C1=O)OCCOc1ccc(Cl)cc1Cl	/	-9	-2	-7	15	-4	-0.1	-5
Next section
SMILES	E-sel inducer	RAD54 branch	RAD52 inh	EWS-Fli block	esBAF inh	FN deposit inh	XiGFP reactiv	S100A4 MyoIIA
CC/C(=N\NC(N)=O)c1ccc(OC)c(OC)c1	/	0	1	-5	/	2	0.0	2
O=C1C2C3C=CC(O3)C2C(=O)N1Cc1ccncc1 (stereo unspecified)	0.9	/	0	7	2	2	0.0	2
CCC/C=C/c1ccc(CN2C(C(C)C)C(=O)N(Cc3cn(Cc4ccco4)nn3)CCS2(=O)=O)cc1 (stereo unspecified)	3.5	7	-34	8	-7	-14	0.0	-6
CCc1nc2c(OCc3cccc(Cl)c3)cccn2c1N(C)C(=O)Nc1ccccc1OC	-0.4	15	-77	11	6	/	0.0	2
Cc1ccc(S(=O)(=O)N2CCC(=O)N(CCOCc3ccc(F)cc3)CC2)cc1	-0.2	4	-2	-1	-4	18	0.3	-8
Cc1ccc(/C=C2/C(=O)c3ccc(C(=O)O)cc3C2=O)o1	0.1	/	-51	-4	/	7	-0.1	-102

One compound at a time, as listed above. Order of values: E-sel inducer	RAD54 branch	RAD52 inh	EWS-Fli block	esBAF inh	FN deposit inh	XiGFP reactiv	S100A4 MyoIIA
Entry for `CC/C(=N\NC(N)=O)c1ccc(OC)c(OC)c1` = /	0	1	-5	/	2	0.0	2
Entry for `CCc1nc2c(OCc3cccc(Cl)c3)cccn2c1N(C)C(=O)Nc1ccccc1OC` = -0.4	15	-77	11	6	/	0.0	2
Entry for `Cc1ccc(S(=O)(=O)N2CCC(=O)N(CCOCc3ccc(F)cc3)CC2)cc1` = -0.2	4	-2	-1	-4	18	0.3	-8
